# aSyn yeast inh: qHTS of alpha-syn Inhibitors | Yeast expressing alpha-synuclein, growth rescue, BacTiter-Glo, 24 h | 0.14% of 370,000 active | Potency, µM (top dose mostly 46.1 µM), for inactives: at the highest dose growth rescue (activation), hits mostly activators | AID 652106, 2013; note: % of control where 0% means no effect; nearly all actives have a fitted effect of over 65% in size
#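 Rescue of yeast growth: cells expressing toxic alpha-synuclein, induced in galactose at OD600 0.02, incubated with compound 24 h at 30 C. ATP luminescence quantified growth; inhibitors of toxicity appear as activators.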
# FUS suppressor: qHTS for Suppressors of FUS Proteinopathy: Primary screen using FUS-linked yeast assay; AID 1347120, 2019; 0.24% of 390,000 active; Potency, µM (top dose mostly 76.6 µM), for the others: at the top dose growth rescue (activation), hits mostly activators; S. cerevisiae FUS-expressing, growth rescue, OD600, 24 h;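 note: plate controls were DMSO vehicle for no effect and reference control for full effect; nearly all actives have a fitted effect of over 55% in size; some results filed as inactive show a strong effect at the top dose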
#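 Galactose (2%) drives FUS expression in yeast precultured in raffinose; seeding density OD 0.005. Test compounds incubated 24hr at 30C and 99% humidity before absorbance at 600 nm was measured.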
# Starred values were filed as active, the others as inactive; x = no result given; [ ] = remark or other dose. Calls come from the whole dose curve; as a rule, active = well fitted activation curve with a large enough effect; inconclusive = small, poorly fitted or top-dose-only effect; inactive = no such curve, though single readings can be large or run the other way. Potency is the fitted concentration of half-maximal effect. Some of the compounds tested, so the mix of outcomes need not match the whole.
SMILES,aSyn yeast inh,FUS suppressor
Nc1nccs1,-8.1%[92.2 µM],x
Cc1c(C(=O)O)c(O)cc2c1C(=O)c1c(O)c([C@H]3O[C@H](CO)[C@@H](O)[C@H](O)[C@H]3O)c(O)c(O)c1C2=O,-38.4%[inhibitor],x
COc1cccc(CCc2ccccc2OCC(CN(C)C)OC(=O)CCC(=O)O)c1 (centres undefined),1.3%,x
CC[C@]1(O)CC2CN(CCc3c([nH]c4ccccc34)[C@@](C(=O)OC)(c3cc4c(cc3OC)N(C)[C@H]3[C@@](O)(C(=O)OC)[C@H](OC(C)=O)[C@]5(CC)C=CCN6CC[C@]43[C@@H]65)C2)C1 (some centres undefined),0.6%,x
COc1cc(N)c(Cl)cc1C(=O)NC1CCN(CCCOc2ccc(F)cc2)CC1OC (centres undefined),x,13.4%
